# High-throughput results deposited in PubChem BioAssay by several laboratories.
# Rpn11 inh: Rpn11 (human) deubiquitinase inhibition. human 26S proteasome, Ub4-pepOG fluorescence polarization; 20S core pre-blocked with epoxomicin. calls only at 20 µM. 0.59% of 360,000 active. AID 588493;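 active means inhibition at 20 µM, scaled to each plate's controls, above about 33%, limit read from the data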
# Rin1-Abl PPI inh: inhibitors of human Rin1-Abl protein interaction. 0.4% of 360,000 active. inhibition, % at 7.35 µM. TR-FRET Rin1/Abl binding, biochemical. P00519+Q13671; in the data active means inhibition above about 5%, passing the limit was not always enough
# Target sequence (P00519 whole entry, looked up): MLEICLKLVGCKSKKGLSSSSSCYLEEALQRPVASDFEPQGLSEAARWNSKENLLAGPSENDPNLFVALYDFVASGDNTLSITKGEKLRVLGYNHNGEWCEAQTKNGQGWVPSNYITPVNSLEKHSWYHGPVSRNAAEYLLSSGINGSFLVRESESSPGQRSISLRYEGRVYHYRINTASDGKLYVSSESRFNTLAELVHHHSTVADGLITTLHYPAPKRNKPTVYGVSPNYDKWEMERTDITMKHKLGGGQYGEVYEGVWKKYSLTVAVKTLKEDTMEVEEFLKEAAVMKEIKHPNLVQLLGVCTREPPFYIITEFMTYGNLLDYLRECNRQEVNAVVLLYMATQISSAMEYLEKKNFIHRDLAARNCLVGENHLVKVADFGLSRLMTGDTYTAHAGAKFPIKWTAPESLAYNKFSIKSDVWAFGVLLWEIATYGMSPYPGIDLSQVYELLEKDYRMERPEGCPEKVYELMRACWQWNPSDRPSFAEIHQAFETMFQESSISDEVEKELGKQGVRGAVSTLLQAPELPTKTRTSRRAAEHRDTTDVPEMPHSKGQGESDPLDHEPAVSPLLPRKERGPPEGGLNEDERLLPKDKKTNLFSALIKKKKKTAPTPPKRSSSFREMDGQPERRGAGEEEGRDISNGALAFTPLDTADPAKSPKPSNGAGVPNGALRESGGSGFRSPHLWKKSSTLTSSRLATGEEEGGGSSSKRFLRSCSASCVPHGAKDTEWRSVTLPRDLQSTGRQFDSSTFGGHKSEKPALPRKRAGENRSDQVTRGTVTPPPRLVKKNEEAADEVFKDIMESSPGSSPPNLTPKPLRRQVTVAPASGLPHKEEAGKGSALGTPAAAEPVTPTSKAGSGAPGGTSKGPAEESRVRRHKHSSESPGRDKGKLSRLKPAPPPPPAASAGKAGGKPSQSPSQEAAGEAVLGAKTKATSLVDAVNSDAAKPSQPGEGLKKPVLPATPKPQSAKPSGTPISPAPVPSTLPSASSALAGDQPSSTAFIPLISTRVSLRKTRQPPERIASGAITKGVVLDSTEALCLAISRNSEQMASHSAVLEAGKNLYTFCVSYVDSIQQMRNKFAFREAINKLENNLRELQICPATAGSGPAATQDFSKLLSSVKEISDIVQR
# Target sequence (Q13671 whole entry, looked up): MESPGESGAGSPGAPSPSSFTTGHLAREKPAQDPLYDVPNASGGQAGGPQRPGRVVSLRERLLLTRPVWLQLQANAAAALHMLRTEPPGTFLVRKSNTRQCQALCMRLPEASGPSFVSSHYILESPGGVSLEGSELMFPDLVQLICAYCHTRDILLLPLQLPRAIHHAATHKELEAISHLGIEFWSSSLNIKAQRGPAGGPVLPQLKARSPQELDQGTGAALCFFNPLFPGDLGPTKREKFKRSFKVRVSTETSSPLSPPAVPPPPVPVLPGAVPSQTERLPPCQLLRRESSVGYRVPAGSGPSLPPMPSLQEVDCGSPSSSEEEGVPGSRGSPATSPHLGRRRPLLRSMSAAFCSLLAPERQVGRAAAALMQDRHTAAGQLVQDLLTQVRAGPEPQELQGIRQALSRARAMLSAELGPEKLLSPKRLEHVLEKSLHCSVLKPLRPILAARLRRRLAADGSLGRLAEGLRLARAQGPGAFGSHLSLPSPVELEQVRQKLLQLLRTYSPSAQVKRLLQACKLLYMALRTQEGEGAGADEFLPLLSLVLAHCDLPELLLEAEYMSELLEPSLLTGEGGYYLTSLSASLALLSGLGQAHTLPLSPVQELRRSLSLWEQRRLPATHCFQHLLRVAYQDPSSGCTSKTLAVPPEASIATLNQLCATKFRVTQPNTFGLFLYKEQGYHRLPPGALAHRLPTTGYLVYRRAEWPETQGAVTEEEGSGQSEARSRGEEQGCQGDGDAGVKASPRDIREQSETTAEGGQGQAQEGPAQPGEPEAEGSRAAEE
# Neddyl block: inhibitors of human cullin neddylation | P61081+Q13564 | TR-FRET cullin neddylation, biochemical | calls only at 25 µM | 0.58% of 360,000 active | AID 651699; in the data active means inhibition above about 36%
# Scp-1 inhibitor: Scp-1 (human) phosphatase inhibition; inhibition, % at 20 µM; 0.88% of 340,000 active; Recombinant Scp1, phosphopeptide, malachite green phosphate absorbance; AID 493091; Q9GZU7;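 active means inhibition above about 50% at 20 µM, limit read from the data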;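 further: plate controls were DMSO wells with enzyme for no effect and wells lacking enzyme for full effect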
#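 Test system – truncated SCP-1 phosphatase (76-261aa) · Reagent – Phosphorylated 17-residue peptide substrate · Incubation – 45 min room-temperature reaction, 5 min colour, 30 min stabiliser · Detection – colorimetric phosphate reagent with accelerator and stabiliser, absorbance at 630 nm · Measure – % inhibition at 20 µM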
# STEP inh: STEP (human) phosphatase inhibition; recombinant STEP, OMFP fluorogenic substrate, fluorescence; inhibition, % at 20 µM; 0.25% of 360,000 active;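 active means inhibition at 20 µM, scaled per plate between control wells, above about 37%, limit read from the data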;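 further: 0% = DMSO with enzyme and substrate and 100% = substrate only without enzyme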
#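 Assay system: isolated STEP enzyme / Timing: 20 min at room temperature, dark / Doses: 20 µM, 1% DMSO / Technique: fluorescence intensity, excitation 480 nm, emission 540 nm / Reagent: fluorogenic phosphatase substrate OMFP at 25 µM final / Measure: percent inhibition scaled to no-enzyme and uninhibited-enzyme controls, plate-pattern corrected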
# SUMO1 PPI mod: SUMO1-SIM interaction modulation; SUMO1 binding to a labelled peptide, TR-FRET, 1 h; inhibition, % at 20 µM; 0.33% of 360,000 active; AID 602429; in the data active means inhibition above about 37%
# CSN deneddyl inh: CSN deneddylation inhibition | Q92905 | Purified CSN, SCF-Nedd8-OG deneddylation, fluorescence polarization | inhibition, % at 12.5 µM | 0.38% of 360,000 active;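 active means pattern-corrected inhibition above about 35%, with an unprinted fluorescence ratio check between 0.5 and 1.5, limit read from the data, passing the limit was not always enough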;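 further: 0% = enzyme with substrate and 100% = substrate without enzyme; some results filed as inactive read as strong as hits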
#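 test system = HEK293T-derived human Csn5 enzyme | amount = 0.24 nM Csn5 enzyme, final concentration | medium = Tris/NaCl/DTT buffer, pH 7.5 | schedule = 90 min reaction at room temperature | signal = FP | evaluation = inhibition of Csn5 cleavage, % | compound dosing = single dose of 12.5 µM compound with 0.25% DMSO | probe or stimulus = 10 nM SCFSkp2-Nedd8OG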
# NadD inh: blocks S. aureus nicotinate mononucleotide adenylyltransferase. purified NadD enzyme, colorimetric absorbance read-out. inhibition, % at 20 µM. 0.78% of 360,000 active. AID 602399; in the data active means inhibition above about 26%; further: some compounds past the cut are filed as inactive
# DNMT1 inh: blocks human DNA methyltransferase DNMT1; DNMT1 molecular beacon, Hinp1I cleavage, fluorescence; inhibition (reported as % activation of signal), % at 10 µM; 0.83% of 360,000 active; in the data active means inhibition above about 50%
# LMPTP inh: LMPTP (human) inhibition; P24666; recombinant LMPTP-A, OMFP fluorogenic substrate, fluorescence intensity; inhibition, % at 20 µM; 0.22% of 360,000 active;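 active means compounds that cut the enzyme signal by at least half of the control window in the single-dose screen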;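 further: plate controls were DMSO wells with enzyme plus substrate for no effect and substrate without enzyme for full effect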
#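 Material: LMPTP-A; amount: 0.625 nM enzyme; doses: single 20 µM dose; times: reaction 50 min, room temperature, dark; technique: fluorescence intensity of OMFP turnover product; benchmarks: no-enzyme and uninhibited controls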
# An asterisk follows results filed as active; i = inactive; . = not tested or not shown.
SMILES,Rpn11 inh,Rin1-Abl PPI inh,Neddyl block,Scp-1 inhibitor,STEP inh,SUMO1 PPI mod,CSN deneddyl inh,NadD inh,DNMT1 inh,LMPTP inh
CC(Sc1nnc(NC(=O)c2cc3ccccc3oc2=O)s1)c1ccccc1 (stereo not drawn),i,2,i,-10,-3,1,2,-1,11,-0.4
Cc1onc(-c2ccccc2)c1C(=O)NC(=S)NNC(=O)c1ccco1,i,-3,i,-7,3,7,-1,-1,-3,-1.2
O=C(COC(=O)c1cncc(Br)c1)NCC12CC3CC(CC(C3)C1)C2,i,1,i,1,0,-10,0,1,4,-0.2
CCOc1cc(C(=O)Nc2ccc3c4c(cccc24)C(=O)N3CC)cc(OCC)c1OCC,i,-1,i,-5,-2,-12,7,-6,5,2.2
O=C(NCCCN1CCCC1=O)c1cccc(S(=O)(=O)Nc2ccccc2Cl)c1,i,4,i,-9,1,2,-1,2,5,-0.8
CCCCN(C)CCCNC(=O)c1cn(CC)c2ccc(S(=O)(=O)N3CCOCC3)cc2c1=O,i,5,i,-3,1,4,1,-3,3,-1.6
NC(=O)Cc1ccc(C(=O)c2ccc(Cl)cc2)s1,i,3,i,-7,1,-17,7,-1,-2,1.4
CNc1nc2[nH]c(=O)c3c(c2s1)OC(N)=C(C#N)C3c1cccc(F)c1 (stereo not drawn),i,-1,i,-7,9,4,7,1,-14,-0.4
Cc1ccc(NC(=O)CN(C)Cc2nc3ccccc3c(=O)[nH]2)c(Br)c1,i,0,i,3,-2,0,-3,-1,-1,-1.1
Nn1c(SCc2cc([N+](=O)[O-])cc3c2OCOC3)nnc1-c1ccccn1,i,-2,i,1,-1,-26,-3,1,1,-2.0
COc1cccc(-c2c(NC(=O)c3ccco3)n(-c3ccc(C)cc3)nc(C)c2=O)c1,i,1,i,0,1,0,4,-2,6,-0.6
CCOC(=O)C(NC(=O)CC)(Nc1ccc(S(=O)(=O)Nc2onc(C)c2C)cc1)C(F)(F)F (stereo not drawn),i,-1,i,-5,0,0,3,-1,2,-0.8
O=C(NNS(=O)(=O)c1ccccc1)c1ccncc1,i,6,i,-1,-4,0,-6,0,5,-1.1
CCc1ccc(NC(=O)C(C)OC(=O)CCC(=O)c2cccs2)cc1 (stereo not drawn),i,-2,i,-3,-2,-2,-1,-1,-5,0.3
CC(C)Cn1c(SCC(=O)Nc2cc(Cl)c(Cl)cc2Cl)nc(O)cc1=O,i,5,i,-4,2,3,0,6,1,0.6
CC(=O)Oc1ccc2ccc3ccc(C(C)=O)cc3c2c1,i,-1,.,-4,2,-19,6,-1,4,1.0
CC(=O)c1ccc(OCCCC(=O)Nc2cc(S(=O)(=O)N3CCCCC3)ccc2C)cc1,i,1,i,3,-1,2,-2,3,-4,2.5
Cc1ccc(C)c(NC(=O)CN(C)C(=O)CC2OC(=O)c3ccccc32)c1 (stereo not drawn),i,4,i,8,1,2,5,-1,-1,0.5
CCCNC(=O)CSc1nccn1Cc1ccc(OC)cc1,i,1,i,-1,-2,0,-5,0,7,-1.5
COc1ccc(C(=O)Nc2nc(C)cs2)cc1S(=O)(=O)N1CCCC1,i,1,i,3,0,10,5,-3,1,-1.2

# Overlap with the part before: four entries; new compounds follow.
SMILES,Rpn11 inh,Rin1-Abl PPI inh,Neddyl block,Scp-1 inhibitor,STEP inh,SUMO1 PPI mod,CSN deneddyl inh,NadD inh,DNMT1 inh,LMPTP inh
CC(=O)c1ccc(OCCCC(=O)Nc2cc(S(=O)(=O)N3CCCCC3)ccc2C)cc1,i,1,i,3,-1,2,-2,3,-4,2.5
Cc1ccc(C)c(NC(=O)CN(C)C(=O)CC2OC(=O)c3ccccc32)c1 (stereo not drawn),i,4,i,8,1,2,5,-1,-1,0.5
CCCNC(=O)CSc1nccn1Cc1ccc(OC)cc1,i,1,i,-1,-2,0,-5,0,7,-1.5
COc1ccc(C(=O)Nc2nc(C)cs2)cc1S(=O)(=O)N1CCCC1,i,1,i,3,0,10,5,-3,1,-1.2
CCOC(=O)c1sc(Nc2ccc(F)cc2)nc1C,i,0,i,-1,0,2,-2,0,4,0.8
S=C(NC1CCCCC1)NC1CC2C=CC1C2 (stereo not drawn),i,4,i,14,1,1,-1,-2,2,-1.0
Cc1cc2c(cc1S(=O)(=O)NCc1ccccc1)OCC(=O)N2,i,0,i,-9,0,3,-2,0,5,-0.9
CN(Cc1ccccc1)C(=O)c1cccc(NC(=O)Cc2ccc(NC(=O)C3CCCN(C(=O)C4CCC4)C3)cc2)c1 (stereo not drawn),i,-1,i,-8,-3,5,-4,8,2,-0.3
Cc1ccc(C(=O)N/C(=C\c2cccs2)C(=O)NCCCN2CCOCC2)cc1,i,1,i,8,-1,-7,0,-3,-2,-1.7
Cc1c(C(c2cccs2)c2c(C)n(C)n(-c3ccccc3)c2=O)c(=O)n(-c2ccccc2)n1C,i,-2,i,14,-1,4,2,12,-1,-0.5
CC(Oc1ccc(Cl)cc1Cl)C(=O)NC(=S)N1CCc2ccccc21 (stereo not drawn),i,-1,i,-9,-2,3,4,2,-4,2.0
Cc1ccc2c(cnn2C(=O)CCCC(=O)NCc2ccc(Cl)cc2)c1,i,1,i,13,1,-3,-3,-5,-5,-0.8
Cc1nnc(SCc2cccc([N+](=O)[O-])c2)[nH]c1=O,i,-1,i,-2,0,-14,-1,-1,-1,-1.3
Cc1ccc2c(COC(=O)C3=COCCO3)cc(=O)oc2c1,i,0,i,5,-2,0,5,0,-7,-2.4
CCc1nc(SCC(=O)NC2CCCC2)c2c(=O)n(C)c(=O)n(C)c2n1,i,3,i,-9,-2,5,-2,-3,1,-0.5
COc1ccc(CNc2nc3c(c(=O)[nH]c(=O)n3C)n2Cc2ccccc2C)cc1,i,0,i,-3,-4,10,5,3,3,-0.2
Cc1ccc(N(NC(=O)C(C)(C)O)C(=O)c2ccccc2)cc1C,i,-3,i,-5,-2,3,0,-1,3,-0.8
O=C(CSc1nc2ccccc2o1)c1cc2ccccc2oc1=O,i,-2,i,-2,1,-20,-3,5,5,1.6
O=S(=O)(c1ccc(NC(=S)Nc2ccc(OC(F)F)cc2)cc1)N1CCOCC1,i,1,i,-5,0,0,3,3,5,-0.9
COC(=O)c1ccc(Nc2c([N+](=O)[O-])c(=O)oc3ccccc23)cc1,i,1,i,4,-2,-28,-1,-1,0,-0.8
Cc1oc(-c2ccccc2)cc1C(=O)Nc1cccc(/C=C\C(=O)O)c1,i,-5,i,-15,2,6,2,2,2,0.6
Cc1ccc2c(c1)=C(c1ccccc1)N(O)CC(=O)N=2,i,-3,i,4,-1,-3,4,-3,3,-1.2
O=C(Nc1ccnn1C1CCN(Cc2cccc(OCCO)c2)CC1)C1CC1,i,-2,i,-5,-2,2,4,-3,1,-0.9
COc1ccc(C2/C=C\CN(S(=O)(=O)c3ccc(-c4ccccc4)cc3)CC(=O)N2Cc2ccc(F)cc2)cc1 (stereo not drawn),i,-3,i,-6,4,5,2,-1,7,1.4
CCOc1cc(C(=O)NC(=S)Nc2cccnc2)cc(OCC)c1OCC,i,-3,i,-5,-1,-2,-2,5,-9,0.4
CCC(CO)Oc1cc(NCc2ccc(Cl)cc2Cl)c2ncn(C(C)C)c2c1 (stereo not drawn),i,5,i,12,-1,1,-2,-4,-6,2.7
Cc1ccc(OCc2nnc(SCC(=O)N3CCOCC3)n2C)cc1,i,-3,i,-13,0,-1,5,-5,1,-0.6
Cn1cc[nH]c1=S,i,6,i,-6,0,-7,-1,-4,0,-0.5
COc1ccc(C(=O)COC(=O)CNC(=O)c2ccccc2)cc1F,i,-1,i,-8,2,5,0,-2,-5,-0.5
CCCCC(=O)c1c(C)cc(C)[nH]c1=O,i,1,i,-2,-2,-2,2,2,0,0.3
COC(=O)CNC(=O)c1sc2ncn(CC(=O)Nc3ccc(C)c(Cl)c3)c(=O)c2c1C,i,3,i,-7,-4,-4,3,5,-4,-0.7
O=C(N/N=C/c1ccsc1)c1cc(-c2ccncc2)nc2ccccc12,i,-3,i,-11,0,-13,-2,2,-1,-0.8
COc1ccc(OC)c(N(CC(=O)Nc2cccnc2)S(C)(=O)=O)c1,i,1,i,-9,0,-3,-3,3,2,-2.1
O=C(O)c1cc2nc3c(c(C(F)(F)F)n2n1)CCc1ccccc1-3,i,-3,i,9,-4,14,-3,-5,2,-1.2
Cc1cc(-c2ccccc2)nc(-c2ccccc2)c1C,i,4,i,-1,2,1,0,-2,3,4.1
COc1ccc(-n2c(C)c(C(C)=O)c(C(C)=O)c2C)cc1,i,-3,i,-1,2,2,4,1,2,-4.1
N#CC(C#N)=C(Nc1ccccc1)c1ccccc1,i,0,i,-11,0,-1,3,-4,-2,0.6
O=C(c1ccco1)N1CCN(Cc2ccccc2Br)CC1,i,4,i,-8,0,-7,0,-4,-1,-2.3
Cn1cc(C(=O)N/N=C/c2cccc([N+](=O)[O-])c2)c2ccccc21,i,-4,i,2,11,5,10,5,0,2.0
Cc1ccc(/C(O)=C2\C(=O)C(=O)N(CC(C)O)C2c2ccccn2)cc1 (stereo not drawn),i,-4,i,-2,2,-4,3,-1,0,-1.5
C=CCOc1ccc(-c2nc3c(c(=O)[nH]c(=O)n3CCC)n2CCCC)cc1,i,-1,i,-5,1,2,0,4,12,3.7
O=C(Nc1ccc(Cl)cc1)c1ccc(-c2ccccn2)s1,i,0,i,-3,0,-5,-4,1,6,-0.5
O=C(Nc1cc(C(F)(F)F)ccc1-n1cncn1)c1cn2ccccc2n1,i,0,i,0,0,-4,-4,5,-3,-0.2
CCOC(=O)c1c(NC(=O)CSc2nnc(C)s2)sc2c1CCC(CC)C2 (stereo not drawn),i,4,i,-2,4,-4,0,0,-8,4.4

# 3 entries out of the list above, arranged by the number in Scp-1 inhibitor, descending.
mol | Rpn11 inh | Rin1-Abl PPI inh | Neddyl block | Scp-1 inhibitor | STEP inh | SUMO1 PPI mod | CSN deneddyl inh | NadD inh | DNMT1 inh | LMPTP inh
CCOC(=O)C(NC(=O)CC)(Nc1ccc(S(=O)(=O)Nc2onc(C)c2C)cc1)C(F)(F)F (stereo not drawn) | i | -1 | i | -5 | 0 | 0 | 3 | -1 | 2 | -0.8
CNc1nc2[nH]c(=O)c3c(c2s1)OC(N)=C(C#N)C3c1cccc(F)c1 (stereo not drawn) | i | -1 | i | -7 | 9 | 4 | 7 | 1 | -14 | -0.4
Cc1oc(-c2ccccc2)cc1C(=O)Nc1cccc(/C=C\C(=O)O)c1 | i | -5 | i | -15 | 2 | 6 | 2 | 2 | 2 | 0.6

# Next part:
SMILES,Rpn11 inh,Rin1-Abl PPI inh,Neddyl block,Scp-1 inhibitor,STEP inh,SUMO1 PPI mod,CSN deneddyl inh,NadD inh,DNMT1 inh,LMPTP inh
Cc1ccc(CNC(=O)N2CCN(c3ccc(C)cc3)CC2)cc1,i,0,i,-4,0,2,-5,-6,2,-0.8
NC(=O)Cc1ccc2sc(-c3ccccc3)nc2c1,i,-5,i,-1,-1,-5,-2,4,4,0.0
O=C(COc1cc(F)ccc1[N+](=O)[O-])NCC1CCCO1 (stereo not drawn),i,1,i,-7,2,-10,0,1,2,-0.9
O=C(Sc1ccccc1)c1cccc(Cn2cc(C(F)(F)F)ccc2=O)c1,i,3,i,-12,0,2,4,-2,3,1.7
